# Compound activity (PubChem BioAssay)
# ZTA DNA inh: blocks Epstein-Barr virus ZTA, an EBNA-1 counter-screen; inhibition, % at 11 µM; P03206; actives 0.15% (n = 320,000); AID 2234; ZTA-DNA binding, fluorescence polarization; in the data active = inhibition above about 33%
# EBNA-1 inh: blocks EBNA-1 binding to DNA | EBNA-1 DNA binding, fluorescence polarization | AID 1950 | inhibition, % at 14.8 µM | actives 0.34% (n = 300,000); in the data active = inhibition above about 28%
# LAP4 TOR yeast: yeast TOR pathway LAP4-GFP modulation; S. cerevisiae LAP4-GFP multiplex, flow cytometry GFP, 3 h; median GFP as percent of DMSO wells; GFP response vs DMSO, % at 10 µM; actives 0.34% (n = 320,000);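 active = GFP response vs DMSO above a set limit, about the screen mean plus 3 SD, cut at about 150% in these data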
# proCasp7 act: activates human procaspase-7, counter-screen for procaspase-3 activators; P55210; recombinant procaspase-7, Ac-DEVD-pNA absorbance 405 nm; D23A/D198A/D206A triple mutant, cannot self-cleave; scale: DMSO 0, 5 µM enzyme 100; activation, % at 8.5 µM; actives 0.093% (n = 330,000);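 active = percent activation above the screen-wide mean plus 3 SD, cut at about 25% in these data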
#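 signal = Epi-absorbance of released pNA at 405 nm, two timepoints | assay system = Uncleavable procaspase-7 mutant enzyme | reagent = Ac-DEVD-pNA substrate, 400 µM as added | times = 1 h enzyme–compound preincubation and 2 h substrate reaction, both 25 °C | benchmarks = low DMSO alone, high DMSO plus 5 µM PC-7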
# proCasp3 act: activators of human procaspase-3; recombinant procaspase-3 D3A, Ac-DEVD-pNA absorbance 405 nm; activation, % at 8.5 µM; AID 463141; P42574; actives 0.11% (n = 330,000);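 active = activation above the mean of all tested compounds plus 3 SD, cut at about 21% in these data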;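 note: 0% = DMSO alone and 100% = DMSO wells spiked with extra 5 µM PC-3 D3A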
# Target sequence (P42574 whole entry D9A/D28A/D175A): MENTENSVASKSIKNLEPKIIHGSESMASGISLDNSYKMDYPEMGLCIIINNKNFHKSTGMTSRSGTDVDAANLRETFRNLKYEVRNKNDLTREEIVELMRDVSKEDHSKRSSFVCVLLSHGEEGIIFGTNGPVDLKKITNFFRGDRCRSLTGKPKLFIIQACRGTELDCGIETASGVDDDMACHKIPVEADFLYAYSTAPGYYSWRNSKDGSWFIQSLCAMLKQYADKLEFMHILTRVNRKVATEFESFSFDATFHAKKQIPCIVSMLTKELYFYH
#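 Technique: 405 nm absorbance of p-nitroaniline, reads at 0 and 120 min; Test system: Procaspase-3 D3A mutant; Incubation: 1 h enzyme-compound preincubation, then 2 h substrate reaction, 25 °C; Repeats: singlicate, each compound tested once; Benchmarks: low control DMSO wells, high control DMSO plus 5 µM PC-3 D3A.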
# MEP2-GFP yeast: yeast TOR pathway MEP2-GFP modulation. AID 2016. actives 0.51% (n = 330,000). GFP response vs DMSO, % at 10 µM. S. cerevisiae MEP2-GFP strain, flow cytometry GFP, 3 h; 100% = DMSO control level;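 active = GFP response versus DMSO above a set limit, roughly screen mean plus 3 SD, cut at about 180% in these data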;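 note: median GFP fluorescence of the barcode-gated MEP2-GFP cells per well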
# RPL19A TOR yeast: alters RPL19A-GFP fluorescence in TOR pathway yeast screen. S. cerevisiae RPL19A-GFP strain, flow cytometry, 3 h; hits give low values. percent response vs DMSO, % at 10 µM. actives 0.3% (n = 330,000). AID 2025;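 active = percent response vs DMSO below 50%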;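 note: median channel GFP fluorescence of the barcoded RPL19A-GFP strain; ratio of sample median GFP to plate DMSO average so 100% = DMSO; lower means less RPL19A-GFP as with rapamycin TOR inhibition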
# AHR activator: human AHR activation. P35869. AHR-responsive luciferase reporter cells, luminescence. activation, % at 5 µM. actives 2.5% (n = 320,000). AID 2796; in the data active = activation above about 47%;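 note: 0% = vehicle wells and 100% = reference agonist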
# Target sequence (P35869 whole entry, looked up): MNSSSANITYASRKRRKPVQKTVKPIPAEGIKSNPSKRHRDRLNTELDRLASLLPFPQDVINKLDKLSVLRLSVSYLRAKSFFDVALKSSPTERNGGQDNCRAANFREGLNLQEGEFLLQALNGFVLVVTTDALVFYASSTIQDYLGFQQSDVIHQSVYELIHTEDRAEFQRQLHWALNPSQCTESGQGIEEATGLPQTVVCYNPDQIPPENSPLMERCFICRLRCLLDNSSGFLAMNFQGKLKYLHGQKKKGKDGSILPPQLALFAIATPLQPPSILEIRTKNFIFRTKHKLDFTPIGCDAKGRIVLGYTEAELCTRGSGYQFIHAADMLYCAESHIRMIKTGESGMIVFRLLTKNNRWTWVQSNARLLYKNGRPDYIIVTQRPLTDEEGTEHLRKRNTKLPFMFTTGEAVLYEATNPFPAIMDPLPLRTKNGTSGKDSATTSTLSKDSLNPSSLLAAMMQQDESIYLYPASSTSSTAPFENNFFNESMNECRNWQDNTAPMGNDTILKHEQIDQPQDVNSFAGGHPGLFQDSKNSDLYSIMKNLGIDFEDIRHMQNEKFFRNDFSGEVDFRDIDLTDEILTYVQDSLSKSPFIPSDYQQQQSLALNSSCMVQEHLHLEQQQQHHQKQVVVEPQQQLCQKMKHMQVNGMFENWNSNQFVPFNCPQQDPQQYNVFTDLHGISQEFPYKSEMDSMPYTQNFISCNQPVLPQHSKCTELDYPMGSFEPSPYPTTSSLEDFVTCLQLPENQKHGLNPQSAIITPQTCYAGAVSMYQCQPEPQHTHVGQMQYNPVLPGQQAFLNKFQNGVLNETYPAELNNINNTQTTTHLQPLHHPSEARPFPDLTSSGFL
# Starred values were filed as active, the others as inactive; / = no result given.
SMILES,ZTA DNA inh,EBNA-1 inh,LAP4 TOR yeast,proCasp7 act,proCasp3 act,MEP2-GFP yeast,RPL19A TOR yeast,AHR activator
Cc1cccc(OCc2nnc(SCC(=O)Nc3cccc(C(=O)N4CCOCC4)c3)n2C)c1,-9,2,85,-7,5,99,103,-3
COc1ccccc1NC(=O)NCCN1CCNC1=O,-2,0,/,5,-2,92,108,-1
O=C(NC(=S)Nc1cc(S(=O)(=O)N2CCOCC2)ccc1N1CCOCC1)c1ccco1,-6,-12,98,-3,-11,108,100,-1
Brc1nc(Br)n(Cc2ccccc2)n1,-5,5,77,2,-2,88,89,0
CCc1cc(=O)oc2cc(C)c(CN3CCCC(C)C3)c(O)c12 (stereo not given),15,5,102,-2,4,99,97,-1
Cc1ccc(NC2=CC(=O)C(=O)c3ccccc32)cc1,5,4,95,-3,-2,98,98,2
CC(CCC(=O)O)C1CC[C@@]2(C)C3C(=O)CC4C(C)(C)C(O)CC[C@]4(C)C3C(=O)C[C@]12C (stereo not given in full),2,-3,103,1,0,112,103,0
CC(C)n1nc(C(=O)NCCc2ccc(S(N)(=O)=O)cc2)c2ccccc2c1=O,14,16,92,2,0,96,97,0
Cc1cc(C(=O)Nc2nnc(C3CCCCC3)s2)cs1,7,4,96,-1,4,104,103,0
O=S(=O)(Nc1ncccn1)c1ccc(NC(=S)Nc2ccccc2)cc1,2,-6,99,5,2,106,97,-6
CC(C)n1cc(/C=N/Nc2ccc(Cl)c(C(=O)O)c2)c2ccccc21,1,22,90,-2,-11,103,101,20
COc1ccc(C(=O)Nc2ccc(S(=O)(=O)N3CCCCC3)cc2)cc1OC,1,-10,103,-1,-1,102,99,9
Cc1ccc([N+](=O)[O-])cc1NC(=O)CN(C(=O)c1ccccc1Cl)C1CCCCC1,2,10,91,1,10,92,106,4
O=C(NCCC1CCCCN1S(=O)(=O)c1ccccc1)C(=O)NCc1ccccc1 (stereo not given),-6,6,96,7,-8,101,97,1
COc1cc(SC)ccc1C(=O)N1CC(C)OC(C)C1 (stereo not given),3,2,109,11,11,93,99,0
CC(=O)Nc1ccc(S(=O)(=O)N[C@@H](C)C(=O)OCC(=O)c2ccc(C)cc2)cc1,/,/,98,6,10,107,100,1
COc1ccc(NC(=O)c2cc(-c3cc(C)ccc3O)n[nH]2)cc1Cl,16,11,98,4,1,103,104,11
Cc1cc(NC(=O)CSc2n[nH]c(-c3ccc(Cl)cc3Cl)n2)no1,-19,/,119,-13,-3,105,106,7
Cc1ccc(NC(=O)N2CCCC(c3ccccc3)C2)cc1 (stereo not given),1,7,105,9,0,113,106,-1
O=C(CNC(=O)c1ccccc1F)N/N=C/c1ccco1,0,3,89,0,8,89,95,-5
Nc1cnccc1Oc1cccc(C(F)(F)F)c1,-2,-7,108,3,3,102,102,-2
CCOC(=O)N(C)c1ccc(C(O)(C(F)(F)F)C(F)(F)F)cc1,21,-7,90,3,-2,95,94,14
CN(C)c1ccc(C(=O)/C=C/c2ccccc2)cc1,-5,2,108,-9,0,101,105,6
COc1ccc(CCN(C)Cc2ccc(OC)c(OCc3ccccc3)c2)cc1OC,-3,-2,99,9,1,110,100,0
CC(=O)NC(Cc1ccc(F)c(F)c1)C(=O)NC1CCN(C(=O)c2ccc(C)cc2)CC1 (stereo not given),-5,-13,104,9,-3,106,100,2
C=CCC1(C#N)C(=S)NC2=C(C(=O)CC(C)(C)C2)C1c1ccc(Br)cc1 (stereo not given),8,-4,92,-4,-6,100,116,2
CN(Cc1ccccc1Br)C(=O)CN1C(=O)NC2(CCCCCC2)C1=O,5,/,100,4,5,104,100,-1
CC(C)Oc1ccc(C2c3c(oc4ccccc4c3=O)C(=O)N2CCCN2CCOCC2)cc1 (stereo not given),-19,-3,115,-25,-8,124,97,0
CCN1CCN(Cc2c(C(=O)N/N=C(\C)c3ccc(Cl)cc3)nnn2-c2nonc2N)CC1,0,6,90,3,3,96,104,-2
O=C(Cn1c(O)c(/C=C2\C=Nc3ccc(Br)cc32)sc1=O)N1CCCC1,-5,29*,/,20,20,92,94,14
O=C(Nc1ccccc1)c1nnsc1S(=O)c1ccc(Cl)cc1 (stereo not given),-10,3,231*,-25,-26,95,59,3
CC(C)NC(=S)n1cc(C(=O)c2cc(Cl)cc(Cl)c2O)cn1,8,-9,95,-3,6,110,98,1
Cc1ccc(NNC(=O)c2cc(C(C)(C)C)nn2Cc2ccccc2)cc1,-7,-5,104,-2,-2,94,98,1
O=C1C2C3c4ccccc4C(c4ccccc43)C2C(=O)N1c1nc(-c2ccccc2)cs1 (stereo not given),8,12,/,-4,2,86,87,0
Cc1ccc(NC(=O)C2CCCN2C(=O)c2cccs2)c(C)c1 (stereo not given),4,3,91,0,7,98,93,0
Fc1ccccc1-c1nnc2ccc3ccccc3n12,6,3,91,2,4,101,102,3
CCOC(=O)c1cn(Cc2ccccc2)c2cc(C)nn2c1=O,-9,-14,100,-4,6,110,106,-1
CCCn1nc(NS(=O)(=O)c2cccc3nonc23)c2cc3cc(C)ccc3nc21,-10,-4,93,-7,1,103,97,6
COc1cc(C(=S)N2CCOCC2)cc(OC)c1OS(=O)(=O)c1ccc(NC(C)=O)cc1,17,3,102,-4,10,90,102,-2
Cc1ccc2c(c1)N(C(=O)NC1CCCCC1)C(C)(C)CC2C (stereo not given),-13,10,92,-5,0,91,92,0
CC(C)CCSc1nc2[nH]ncc2c(=O)[nH]1,-17,-4,90,-7,5,91,96,12
CCOC(=O)C1=C(N)OC2=C(C(=O)CCC2)C1c1ccco1 (stereo not given),5,-5,105,-5,3,100,103,1
CCOc1ccc(-c2noc(CCCC(=O)NC3CCCC3)n2)cc1OC,4,8,93,-1,3,107,103,5
O=C(CSC1=NS(=O)(=O)c2cc(F)ccc2N1)NCc1ccc(F)cc1,6,8,107,2,-2,108,101,-3
O=[N+]([O-])c1cccc(Cl)c1CSc1ccccn1,1,9,101,1,-2,107,100,-4
Cc1cc(S(=O)(=O)N2CCCC2)ccc1OCC(=O)N1CCC(C(N)=O)CC1,-5,-8,110,0,9,97,93,-1
COc1ccc(NC(=O)CS(=O)(=O)c2cn(CC(=O)N3CCOCC3)c3ccccc23)cc1,-8,1,95,-4,0,96,98,0
CCN(CC)CCCN(CC(=O)N(C)Cc1ccccc1)C(=O)c1ccc([N+](=O)[O-])cc1,-2,1,92,5,4,106,105,-4
Cc1ccc(C(=O)N/C(=C\c2cn(S(=O)(=O)N(C)C)c3ccccc23)C(=O)N2CCCC2)cc1,5,4,92,8,-3,102,98,0
CC(Sc1ccsc1[N+](=O)[O-])C(=O)NCCc1ccc(Cl)cc1 (stereo not given),5,9,106,-3,3,104,104,9
CCc1cc2c(=O)[nH]c(N3CCCC3)nc2s1,-6,-4,101,-4,6,103,104,14
CC(=O)c1ccc(OC(=O)Cc2cccc3ccccc23)cc1,-2,-7,80,4,-9,102,96,2
Cc1ccc2[nH]c3c(c2c1)CCN(C)C3,10,-7,86,-4,-1,117,103,8
COc1ccc(-c2ccc(NS(=O)(=O)c3cc([N+](=O)[O-])ccc3C)cc2)nn1,-7,-1,95,9,-2,99,98,2
CC(=O)c1ccc(NC(=O)CSCC(=O)Nc2ccc3ccccc3c2)cc1,-12,-12,106,3,-29,106,98,13
N#C/C(=N\O)c1nc2ccccc2s1,9,-12,111,-7,2,116,117,3
COC(=O)c1ccc(NC(=O)CCc2nnc3ccc(NCc4ccco4)nn23)cc1,8,-21,106,-10,2,105,107,7
N#C/C(=C\c1ccc[nH]1)C(=O)N1CCCCC1,-11,-11,108,4,6,106,99,-2
CCCCc1ccc(-c2c(C#N)c(N)nc3c2CCCC3)s1,-4,-4,93,7,1,108,103,2
Cc1ccc(NC(=O)c2cccc3ccccc23)cc1,7,8,90,11,-10,103,101,18
# Remaining list, next part.
SMILES,ZTA DNA inh,EBNA-1 inh,LAP4 TOR yeast,proCasp7 act,proCasp3 act,MEP2-GFP yeast,RPL19A TOR yeast,AHR activator
Cc1ccccc1C1C(C#N)=C2NC(=O)c3c(sc4c3CCCCC4)N2C2=C1C(=O)CC(C)(C)C2 (stereo not given),10,2,98,13,-2,96,95,4
Cc1cc(C)c2c3c(sc2n1)C(=O)N(c1ccccc1)CC(=O)N3,3,2,113,-12,-10,99,102,-3
N#C/C(=C/c1cn(CC(=O)O)c2ccccc12)C(=O)NCc1ccccc1,-14,-11,81,-15,-5,92,83,7
COc1ccc(/C=N/NC(=O)c2ccoc2C)cc1COc1c(C)cccc1C,10,-8,112,-1,-3,97,98,20
Cc1ccnc2c1ccc1ccccc12,9,10,86,1,1,94,90,-2
O=C(c1ccco1)N1CCn2cccc2C1c1ccccc1 (stereo not given),3,-14,90,-14,3,91,96,3
O=S1(=O)NC(=NCc2ccccc2)c2ccccc21,9,4,101,1,1,105,104,-1
CCn1cc(C(=O)OCC(=O)Nc2cccc(Cl)c2Cl)c(=O)c2ccc(C)nc21,1,-9,92,5,-3,94,94,0
CC1CN(C(=O)C2(C)CC2(Cl)Cl)CC(C)O1 (stereo not given),-3,-3,90,-2,0,107,98,0
NC(=O)CC1C(=O)N(c2ccc(Cl)cc2)C(=S)N1NC(=O)c1cccc(F)c1 (stereo not given),10,-10,96,-12,-23,94,100,13
COc1ccccc1NC1CCCCC1NS(=O)(=O)c1ccccc1 (stereo not given),-7,6,101,0,-11,116,115,5
Cc1cc(C)c(C(=O)Nc2ccc(Br)c(C(F)(F)F)c2)c(C)c1,-1,2,89,5,-3,93,104,6
O=C(Nc1ccccc1OC(F)F)c1ccc(F)cc1,-7,6,91,5,-2,104,100,-1
COCCN(CCOC)Cc1c(O)ccc2c1O/C(=C\c1ccc(C)o1)C2=O,14,1,107,-11,-20,109,94,0
Fc1ccc(-n2nnnc2-c2cnc(-c3cccs3)nc2C(F)(F)F)cc1,9,-7,90,-1,-4,94,96,-2
CC(C)Oc1ccc(/C=N/NC(=O)C2CCCN2S(=O)(=O)c2ccc(Cl)cc2)cc1 (stereo not given),3,6,100,2,0,97,96,4

# Given with bars between the fields: entries from further up.
Structure | ZTA DNA inh | EBNA-1 inh | LAP4 TOR yeast | proCasp7 act | proCasp3 act | MEP2-GFP yeast | RPL19A TOR yeast | AHR activator
Cc1ccccc1C1C(C#N)=C2NC(=O)c3c(sc4c3CCCCC4)N2C2=C1C(=O)CC(C)(C)C2 (stereo not given) | 10 | 2 | 98 | 13 | -2 | 96 | 95 | 4
Cc1cc(C)c2c3c(sc2n1)C(=O)N(c1ccccc1)CC(=O)N3 | 3 | 2 | 113 | -12 | -10 | 99 | 102 | -3
N#C/C(=C/c1cn(CC(=O)O)c2ccccc12)C(=O)NCc1ccccc1 | -14 | -11 | 81 | -15 | -5 | 92 | 83 | 7
COc1ccc(/C=N/NC(=O)c2ccoc2C)cc1COc1c(C)cccc1C | 10 | -8 | 112 | -1 | -3 | 97 | 98 | 20
Cc1ccnc2c1ccc1ccccc12 | 9 | 10 | 86 | 1 | 1 | 94 | 90 | -2
O=C(c1ccco1)N1CCn2cccc2C1c1ccccc1 (stereo not given) | 3 | -14 | 90 | -14 | 3 | 91 | 96 | 3
O=S1(=O)NC(=NCc2ccccc2)c2ccccc21 | 9 | 4 | 101 | 1 | 1 | 105 | 104 | -1
CCn1cc(C(=O)OCC(=O)Nc2cccc(Cl)c2Cl)c(=O)c2ccc(C)nc21 | 1 | -9 | 92 | 5 | -3 | 94 | 94 | 0
CC1CN(C(=O)C2(C)CC2(Cl)Cl)CC(C)O1 (stereo not given) | -3 | -3 | 90 | -2 | 0 | 107 | 98 | 0
NC(=O)CC1C(=O)N(c2ccc(Cl)cc2)C(=S)N1NC(=O)c1cccc(F)c1 (stereo not given) | 10 | -10 | 96 | -12 | -23 | 94 | 100 | 13
COc1ccccc1NC1CCCCC1NS(=O)(=O)c1ccccc1 (stereo not given) | -7 | 6 | 101 | 0 | -11 | 116 | 115 | 5

# Rows are unselected (roughly 3.8% active in at least one column).
